Screening results as filed in PubChem BioAssay.
HEK293 viab = GF-AFC viability counterscreen for inhibitors of alpha-synuclein gene (SNCA) expression; HEK-293-SNCA-luc viability, GF-AFC fluorescence, 24 h; Potency, µM (top dose mostly 57.1 µM), without a hit: at the top dose activity change, negative = cytotoxicity, actives largely listed as cytotoxic; actives 0.12% (n = 150,000);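 also: potency is read from the fitted curve at half-maximal effect; 0% = DMSO-treated cells and -100% = medium-only wells without cells; nearly all actives have a fitted effect of over 30% in size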
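Cytotoxicity counterscreen: after 24 h compound treatment of genome-edited SNCA-luciferase HEK-293 cells, live-cell protease substrate GF-AFC read by fluorescence after 30 min; activity scaled between DMSO (0%) and medium-only (-100%), curves Hill-fitted.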
IP6K1 inhibitor = Primary qHTS assay for small molecule inhibitors of Inositol hexaphosphate kinase 1 (IP6K1); IP6K1 kinase, ADP-Glo luminescence, 2 h; stronger effect = lower value; Inositol hexakisphosphate kinase 1 (Homo sapiens), Q92551; actives 0.81% (n = 140,000); activity change, % (series mostly up to about 58 µM); in the data active = activity change below about -25%
Target sequence (Q92551 whole entry, looked up): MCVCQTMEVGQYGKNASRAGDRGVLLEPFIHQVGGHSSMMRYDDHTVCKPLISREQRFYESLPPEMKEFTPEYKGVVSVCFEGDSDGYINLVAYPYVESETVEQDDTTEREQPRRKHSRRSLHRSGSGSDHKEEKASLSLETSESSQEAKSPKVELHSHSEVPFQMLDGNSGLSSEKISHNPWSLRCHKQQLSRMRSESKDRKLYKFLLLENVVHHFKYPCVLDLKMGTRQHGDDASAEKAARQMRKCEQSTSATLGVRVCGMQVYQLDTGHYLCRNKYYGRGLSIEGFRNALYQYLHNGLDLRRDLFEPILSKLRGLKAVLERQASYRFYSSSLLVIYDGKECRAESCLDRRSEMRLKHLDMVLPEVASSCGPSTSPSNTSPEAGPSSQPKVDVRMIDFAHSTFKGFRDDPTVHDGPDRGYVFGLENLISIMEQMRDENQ
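ADP-Glo luminescence measures ADP made by human IP6K1 during a 2 h RT reaction with ATP/IP6 (mix at 1.3 mM/130 uM); top library doses 57.5 and 19.1 uM final.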
SNCA expr inhib = Primary qHTS assay for inhibitors of alpha-synuclein gene (SNCA) expression | AID 1671194, 2021 | Potency, µM (top dose mostly 57.2 µM), without a hit: top-dose activity change, negative = inhibition, most hits filed as inhibitors | actives 0.17% (n = 140,000) | HEK-293 SNCA-luciferase knock-in, luminescence, 24 h;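 also: potency is read from the fitted curve at half-maximal effect; plate controls were DMSO cells for no effect and cell-free wells for full effect; nearly all actives have a fitted effect of over 45% in size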
GPT2 inhibitor = Primary qHTS assay for inhibitors of Glutamate pyruvate transaminase 2 (GPT2); Alanine aminotransferase 2 (Homo sapiens), Q8TD30; Recombinant GPT2, coupled pyruvate oxidase/HRP Amplex Red fluorescence; Potency, µM (highest dose often 57.7 µM), without a hit: top-dose activity change, negative = inhibition, usual class: inhibitors; actives 0.25% (n = 100,000); AID 1671188, 2021; also: potency is read from the fitted curve at half-maximal effect; nearly all actives have a fitted effect of over 60% in size; many of its hits are not listed in these tables
Target sequence (Q8TD30 whole entry, looked up): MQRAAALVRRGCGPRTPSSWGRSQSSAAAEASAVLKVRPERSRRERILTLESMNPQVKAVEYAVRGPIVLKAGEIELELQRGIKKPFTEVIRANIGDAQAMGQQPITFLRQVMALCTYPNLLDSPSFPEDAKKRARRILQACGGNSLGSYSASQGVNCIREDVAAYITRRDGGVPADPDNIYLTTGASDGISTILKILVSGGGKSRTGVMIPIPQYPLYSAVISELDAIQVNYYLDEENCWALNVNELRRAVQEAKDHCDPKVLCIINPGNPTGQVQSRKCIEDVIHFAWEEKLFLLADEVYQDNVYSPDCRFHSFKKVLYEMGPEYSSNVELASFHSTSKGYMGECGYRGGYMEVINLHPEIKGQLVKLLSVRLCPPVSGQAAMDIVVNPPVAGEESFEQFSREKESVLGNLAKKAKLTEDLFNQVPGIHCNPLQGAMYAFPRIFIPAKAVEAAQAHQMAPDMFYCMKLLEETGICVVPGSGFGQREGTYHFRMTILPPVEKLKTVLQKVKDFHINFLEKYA
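Fluorescence of coupled pyruvate oxidase/HRP/Amplex Red system (50uM Amplex, 30 min, dark) reports pyruvate formed by GPT2. Enzyme reaction: 10ng/uL GPT2, 2mM L-alanine, 250uM a-KG, 30 min room temperature, pH 7.5; 50uM AOA control.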
HEK293 tox = Cytotoxic Profiling in HEK 293 Cell Line of Diverse Libraries Using Quantitative High-Throughput Screening | HEK 293 viability, ATP luminescence (CellTiter-Glo), 48-72 h | Potency, µM (titrated, usually from 115 µM), without a hit: at the top dose activity change, negative = cytotoxicity, actives largely listed as inhibitors | actives 6.6% (n = 94,000) | AID 1345083, 2018; also: potency is read from the fitted curve at half-maximal effect; nearly all actives have a fitted effect of over 60% in size
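qHTS cytotoxicity; HEK 293, 250 cells/well; compound pinned; 48 or 72 hr, 37 degree Celsius, 5% CO2, 95% humidity; CellTiter-Glo, 10 min RT; luminescence (ATP).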
FLuc inh = Firefly luciferase inhibition profiling of diverse chemical library using quantitative high-throughput screening | purified P. pyralis luciferase, luminescence, biochemical | Potency, µM (highest dose often 115 µM), inactives show top-dose activity change, negative = inhibition, hits mostly inhibitors | actives 2.5% (n = 76,000) | AID 1347043, 2019; also: potency is read from the fitted curve at half-maximal effect; nearly all actives have a fitted effect of over 65% in size
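Inhibitors were tested against purified firefly luciferase in a biochemical, low-substrate format (both substrates at 10uM) and luminescence measured with a CCD imager.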
NIH3T3 tox = Cytotoxic Profiling in NIH 3T3 Cell Line of Diverse Libraries Using Quantitative High-Throughput Screening; NIH 3T3 viability, CellTiter-Glo ATP luminescence, 48-72 h; Potency, µM (series often up to 96.7 µM), for inactives: at the highest dose activity change, negative = cytotoxicity, actives largely listed as inhibitors; actives 4.3% (n = 94,000); AID 1345082, 2018; also: potency is read from the fitted curve at half-maximal effect; nearly all actives have a fitted effect of over 55% in size
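Cytotoxicity is measured as loss of cellular ATP: NIH 3T3 cells (400/well) are exposed to compound for 48 or 72 hr at 37 °C, then CellTiter-Glo luminescence is imaged after 10 min at room temperature.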
Starred values were filed as active, the others as inactive; i = inactive; ? = inconclusive; nt = no result given; [ ] = another dose, or the depositor's remark. Unless noted, calls follow the shape of the dose curve; as a rule, active = well fitted curve in the direction sought with a large enough effect; inconclusive = small, poorly fitted or top-dose-only effect, or another doubt; inactive = no such curve, though single readings can be large; an effect the other way counts as inactive or inconclusive. Unless noted, % is scaled to controls: 0 for no effect and ±100 for the full control effect. These rows are one share of the data; count on the stated rates, not on these rows.

SMILES	HEK293 viab	IP6K1 inhibitor	SNCA expr inhib	GPT2 inhibitor	HEK293 tox	FLuc inh	NIH3T3 tox
O=C(NC1CC1)[C@@H]1C[C@H](Oc2cccnc2)CN1C(=O)C1CCC1	9%	7	5%	i	0%	-6%	-1%
CC(=O)N1CCN(C(=O)C2CCCN(c3nc4ncccc4o3)C2)CC1 (stereo not given)	-7%[87.6 µM]	-8	10%[87.6 µM]	i	-29%[172 µM]	-6%[172 µM]	-19%[138 µM]
C=C(C)CCC(C)N1CCC(N2CCC(C(=O)NCc3ccccn3)CC2)CC1 (stereo not given)	11%	-1	13%	-2%	-4%	0%	2%
Cc1nn(-c2ccc(C(C)(C)C)cc2)c(C)c1[C@@H]1C=C[C@@H](NC(=O)c2ccc(N(C)C)cc2)C1	-26%	7	-8%	-3%	?	-2%	?
Cc1nn(CCCC(=O)NCCc2ccc(Cl)cc2)c(=O)c2c1sc1ccccc12	4%	1	6%	nt	nt	nt	nt
CNC(=O)[C@H]1C[C@H](Oc2ccccc2)CN1C(=O)Nc1ccc2c(c1)OCCO2	-8%	1	?	i	-24%	4%	1%
CC(=O)N1CCc2cc(S(=O)(=O)NCCCC(=O)N3CCC(CCOc4ccccc4)C3)ccc21 (stereo not given)	-5%	9	?	3%	?	2%	?
Cc1ccc(CN2C[C@@H]3C(=O)N(Cc4ccc5c(c4)OCO5)C(=O)[C@@H]3C2)c(C)c1	-1%	-6	-21%	i	?	4%	?
Cc1ccc(-c2cc(C(=O)NCc3cccnc3)c3c(c2)ncn3C)cn1	9%[87.6 µM]	10	6%[87.6 µM]	i	i	6%[172 µM]	100µM*
COCCN1CC(CO)C2(CCN(C(=O)COc3ccccc3)CC2)C1 (stereo not given)	2%[12.5 µM]	31	12%	1%	?	3%	-22%
COc1cccc2cc(-c3nc(-c4ccc(C)cc4)c(C)s3)c(=O)oc12	13%	15	9%	nt	nt	nt	nt
CC(C)Cc1cc(C(=O)NCC2CCN(c3cnn(C)c(=O)c3)C2)no1 (stereo not given)	-3%	-1	25%	0%	-12%	-6%	-22%
O=S(=O)(c1ccccc1F)N1CC(c2nc(-c3ccncc3)no2)C1	-2%	36	1%	5%	?	nt	?
Cc1cccc(NC(=O)N2CCC(OC3CCN(S(C)(=O)=O)CC3)CC2)c1C	-9%	5	-6%	-2%	3%	-4%	3%
Cc1cc(=O)n2nc(N(C)CC(=O)NCc3ccccc3C)sc2n1	3%	-5	50%[activator]	nt	nt	nt	nt
Cn1ccc(NC(=O)[C@@H]2C[C@@H](c3ccc(F)cc3)N(Cc3ccccc3)C2)n1	1%[87.6 µM]	-4	-2%[87.6 µM]	3%[88.5 µM]	50µM*	-20%[172 µM]	?
COc1ccc(CN2CCOc3nc(-c4cccc(C#N)c4)ncc3C2=O)cc1	-4%[87.6 µM]	0	17%[87.6 µM]	0%[88.5 µM]	100µM*	-19%[172 µM]	?
Cc1ccc(CNc2ncnc3c2nc2n3CCCC2)cc1	-5%	5	3%	nt	nt	nt	nt
COc1ccc(CCNC(=O)c2c(OC)cc(=O)n3c2CCCC3)cc1OC	3%	17	36%	i	65%[activator]	0%	i
Fc1ccccc1-n1ncc2c1ncn1nc(-c3ccccc3Cl)nc21	0%	-3	121%[activator]	nt	nt	nt	nt
Cc1ccc(C)c(-c2cc3c(=O)n(CCNC(=O)c4c(F)cccc4Cl)ccn3n2)c1	-6%	-7	42%[activator]	i	?	-8%	?
COCCCNC(=O)CSc1nc2c(sc3ccccc32)c(=O)n1CCCC(=O)NCCOC	-11%	5	11%	nt	nt	nt	nt
Cc1cccc(CCNC(=O)C2CCC(CNS(=O)(=O)c3ccccc3)CC2)c1 (stereo not given)	2%	21	16%	nt	nt	nt	nt
CC1CCc2nn(CC(=O)Nc3cccc(C(F)(F)F)c3)c(=O)cc2C1 (stereo not given)	0%	5	-12%	nt	nt	nt	nt
CN1CC(c2ccccc2)CC2(CCN(C(=O)CCc3cccnc3)CC2)C1 (stereo not given)	-5%	-4	-18%	-9%[11.5 µM]	-24%	6%	-16%
NC(=Nc1ccc(CCNCc2cccc(Cl)c2)cc1)c1cccs1	?	-2	nt	1%	nt	nt	nt
Cc1ccc(C)c(C(=O)N2CCN(C(=O)c3nnn4c3COC(c3ccccc3)C4)CC2)c1 (stereo not given)	4%	9	9%	-1%	40µM*	0%	-15%
Cc1ccc(NC(=O)c2c(C)oc3ncn(CC(C)C)c(=O)c23)nc1	9%	10	21%	nt	nt	nt	nt
O=C([C@@H]1C[C@H](F)CN1S(=O)(=O)Cc1ccccc1F)N1CCc2ccccc2C1	?	0	?	-2%	-7%	-14%	-21%
O=C(NC1CC(c2cc(=O)[nH]cn2)C1)c1ncc(F)cc1F (stereo not given)	0%	1	-5%	?	?	3%	-1%
CSc1ccccc1N1CCN(CCCCCC(=O)NC2CCCc3ccccc32)CC1 (stereo not given)	?	nt	-22%	-5%	nt	nt	nt
Cc1ccccc1CNC(=O)c1ccc(NC(=O)c2nsc3ccccc23)cc1	-5%	25	6%	nt	nt	nt	nt
CN(Cc1cnn(-c2ccc(F)cc2)c1)C(=O)c1cn(Cc2cccc3ccccc23)nn1	?	6	8%	1%	?	?	?
COc1ccc(C(=O)N2CCCCC2CCN2CCOCC2)cc1 (stereo not given)	-9%	-13	27%	nt	nt	nt	nt
Cc1ccccc1Cn1c(CN2CCN(c3cc(Cl)ccc3C)CC2)nc2c1c(=O)[nH]c(=O)n2C	-26%	31	?	nt	nt	nt	nt
COc1ccc(C)cc1NC(=O)N1CCCn2nc(C)cc21	-5%	-1	7%	nt	nt	nt	nt
O=C(Nc1ccc2c(c1)CCC2)c1cc2n(n1)CC(c1ccc(Cl)cc1)OC2 (stereo not given)	-2%	-6	34%[activator]	i	?	-18%	-27%
CCc1ccc(C(=O)N2CC(c3nnc(-c4ccc(C)cc4)o3)C3(CCOCC3)C2)cc1 (stereo not given)	-12%	24	6%	i	-4%	2%	-11%
CN(C)c1ccc(C(=O)N2CCC3(CC2)N=C(c2ccc(Br)cc2)NO3)cc1	-9%	-5	-9%	i	?	1%	-17%
COCCN1C(=O)CCC2(CNC(=O)COc3ccc(F)cc3)CCCC=C12 (stereo not given)	-2%	-6	5%	i	-1%	8%	-11%
CCC1c2nccn2CCCN1C(=O)c1ccc2c(c1)OCO2 (stereo not given)	-5%	0	-1%	i	i	-2%	i
O=C(c1nc2sccn2c1-c1ccncc1)N1CCOCC1	9%	14	-9%	i	-2%	nt	i
COCc1noc(CCNC(=O)c2cc(S(N)(=O)=O)ccc2F)n1	-1%	26	8%	-11%	-3%	3%	-1%
COc1cccc(CN2CCCC(Cc3ncc(C)n3Cc3ccccc3)C2)c1OC (stereo not given)	-12%	-9	-21%	i	50µM*	7%	?
Cc1cc(-c2nc3ncccc3o2)ccc1NC(=O)c1ccccc1Br	-5%	-13	148%[activator]	nt	nt	nt	nt
O=C(NCCc1ccc(F)cc1)C1CN(C2CCCCC2)C(=O)N1 (stereo not given)	-5%[12.5 µM]	2	-3%[87.6 µM]	-1%[88.5 µM]	-29%[172 µM]	nt	-17%[138 µM]
Cc1ccc(S(=O)(=O)c2nnn3c2nc(N2CCOCC2)c2ccccc23)cc1C	6%	15	4%	i	-5%	nt	-20%
CN(Cc1ccno1)Cc1cn(C)nc1-c1ccc(C2CCCCC2)cc1	4%	-3	-5%	i	-17%	?	-30%
CC1CCC2(CO)C(C(=O)O)=CCCC2C1(C)CCc1ccoc1 (stereo not given)	-1%	11	nt	i	nt	nt	nt
COc1cc(CN(C(=O)COc2ccc(C)c(C)c2)c2ccccn2)cc(OC)c1OC	-26%	-11	-12%	nt	nt	nt	nt
Cc1cc(C)cc(NC(=O)CCc2c(C)nc3c4cccnc4nn3c2C)c1	-3%	29	?	nt	nt	nt	nt
O=C(CCS(=O)(=O)c1cc2c(cc1Cl)NC(=O)CO2)NCc1ccccc1Cl	-4%	-13	-2%	nt	nt	nt	nt
CCOCCCNC(=O)N1CC(Oc2ccc(-c3nc(-c4ccccc4)no3)cc2)C1	2%	4	10%	4%	?	?	-28%
CN1C(=O)Cc2cc(S(=O)(=O)NCCc3ccc(Cl)cc3)ccc21	12%	26	-14%	nt	nt	nt	nt
COc1ccc(-c2onc(C)c2C(=O)NCCC(c2ccccc2)c2ccccc2)cc1	8%	-8	-3%	-3%	?	-12%	?
Oc1ccccc1O	-20%	nt	-5%	-16%	nt	nt	nt
CCn1cc(S(=O)(=O)NCC2Cn3cccc3CN2Cc2ccccc2)cn1 (stereo not given)	6%	-5	-3%	i	?	-19%	?
CCN(C(=O)C1CCC(CNS(=O)(=O)c2cccc3nsnc23)CC1)c1ccccc1 (stereo not given)	-20%	-6	?	nt	nt	nt	nt
Cc1ccc(S(=O)(=O)c2cn(CC(=O)Nc3ccc(C)c(Cl)c3)c3ccc(C)cc3c2=O)cc1	19%	-6	2%	nt	nt	nt	nt
CCOC(=O)c1c(Oc2ccc(C(=O)OC)cc2)nnc(-c2ccccc2)c1-c1ccccc1	10%	6	-7%	nt	nt	nt	nt
CN(CCc1ccccn1)C(=O)CC1CCCN(c2cnn(CC3CC3)c(=O)c2)C1 (stereo not given)	-1%	29	4%	i	9%	-4%	-20%
CC(C)Cn1c(=O)c(C(=O)NCc2ccccc2F)nc2cccnc21	2%	16	-9%	i	?	nt	?

Whole records from above. Order of values: HEK293 viab, IP6K1 inhibitor, SNCA expr inhib, GPT2 inhibitor, HEK293 tox, FLuc inh, NIH3T3 tox
`CC1CCC2(CO)C(C(=O)O)=CCCC2C1(C)CCc1ccoc1` (stereo not given) as listed: -1%, 11, nt, i, nt, nt, nt
`CCn1cc(S(=O)(=O)NCC2Cn3cccc3CN2Cc2ccccc2)cn1` (stereo not given) as listed: 6%, -5, -3%, i, ?, -19%, ?
`O=C(CCS(=O)(=O)c1cc2c(cc1Cl)NC(=O)CO2)NCc1ccccc1Cl` as listed: -4%, -13, -2%, nt, nt, nt, nt
`Cc1cc(C)cc(NC(=O)CCc2c(C)nc3c4cccnc4nn3c2C)c1` as listed: -3%, 29, ?, nt, nt, nt, nt
